OX1R antag-1 = OX1R (HCRTR1) antagonists, primary screen, fluorescence, CHO/OX1R cells, Fluo-8 calcium, orexin A; 330,000 compounds, 0.43% hits; Fluo-8 calcium fluorescence; Orexin/Hypocretin receptor type 1 (Homo sapiens), O43613; AID 434989, 2010; inhibition, % at 5 µM;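 active = inhibition above its plate's threshold, mean inhibition of all tested compounds on the plate plus 3 SD, cut at about 37% in these data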;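 also: 0% = orexin A challenge wells and 100% = SB-334867-A antagonist wells; not every result past the cut was called active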
Target sequence (O43613 whole entry, looked up): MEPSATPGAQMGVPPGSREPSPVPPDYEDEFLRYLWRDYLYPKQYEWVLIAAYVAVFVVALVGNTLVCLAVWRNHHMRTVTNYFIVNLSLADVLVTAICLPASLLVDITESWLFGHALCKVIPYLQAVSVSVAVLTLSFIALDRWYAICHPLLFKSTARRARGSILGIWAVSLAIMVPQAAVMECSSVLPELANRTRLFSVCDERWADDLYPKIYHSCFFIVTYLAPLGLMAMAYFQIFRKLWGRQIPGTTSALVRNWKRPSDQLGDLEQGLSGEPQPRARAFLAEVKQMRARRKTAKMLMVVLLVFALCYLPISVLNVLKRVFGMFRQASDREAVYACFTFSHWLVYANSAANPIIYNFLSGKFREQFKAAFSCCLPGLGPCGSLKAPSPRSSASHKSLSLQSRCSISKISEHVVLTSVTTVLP
OX1R antag-2 = antagonists of human orexin 1 receptor (OX1R); inhibition, % at 6.6 µM; 330,000 compounds, 1.8% hits; Orexin/Hypocretin receptor type 1 (Homo sapiens), O43613; OX1R-expressing cells, FRET antagonist read-out; AID 485270, 2010; in the data active = inhibition mostly above about 38%, no sharp cut-off; inactive = mostly below about 40%;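 also: 0% = agonist challenge alone and 100% = reference antagonist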
Numbers without * were called inactive.

SMILES | OX1R antag-1 | OX1R antag-2
O=C(NC(=S)Nc1ccc(N2CCCCC2)cc1)c1cccs1 | -25 | 17
Oc1[nH]c2ccccc2c1N=Nc1ccccc1 | -3 | 16
CCN(CC)CCNc1cc(C)nc2c1C(=O)C(=O)C=C2N1CCCCC1 | -20 | 83*
O=C(Cc1ccccc1[N+](=O)[O-])NCCc1ccc(F)cc1 | 2 | 5
O=C(NCCN1CCN(c2ccccc2)CC1)C1CCN(S(=O)(=O)c2cccc3nsnc23)CC1 | -32 | 20
CCOc1ccc(S(=O)(=O)NN)cc1 | -9 | 23
COc1cccc(C2(O)CCN(C(=O)Cc3cccnc3)CC2)c1 | -16 | 15
O=CNc1ccccc1 | -12 | 0
S=c1[nH]c2ncccc2o1 | -5 | 11
CCOC(=O)c1sc(NC(=O)C2CCC2)cc1C | -22 | 18
N/C(=N\OC(=O)c1ccc(Cl)cc1)c1ccccn1 | -26 | 13
CCOC(=O)CSc1nc(-c2ccccn2)ncc1OC | -26 | 11
CC(=O)Nc1ccc(N2C(=O)CSC2c2ccccc2[N+](=O)[O-])cc1 (stereo unspecified) | -4 | 11
Cc1ccc(Nc2nc(-c3ccc(C)cc3)c(CC(=O)O)s2)cc1 | -13 | 5
Cn1c(-c2ccc(F)cc2)cc2onc(-c3c(F)cccc3Cl)c2c1=O | -6 | 5
CCOc1ccc(C(=O)Nc2ccc(NC(=O)c3ccco3)c(Cl)c2)cc1Br | -20 | 9
C#CCn1c(=NC(=O)c2cc(-c3cccs3)nc3ccccc23)sc2cc(S(N)(=O)=O)ccc21 | 2 | 15
CC(=O)c1cc(-c2ccccc2)n(CC(=O)Nc2cccc(C)c2C)c1C | -10 | 19
NC(=O)c1ccsc1NC(=O)COC(=O)c1c(F)cccc1Cl | 1 | 3
CCCCNC(=O)c1nnn(-c2ccccc2)c1N | -19 | 11
CC1CN(C(=O)c2cn3ccccc3n2)CC(C)O1 (stereo unspecified) | -8 | 18
O=S(=O)(Cc1cc(NCc2ccccc2)nc(-c2ccncc2)n1)c1ccccc1 | -26 | 17
COc1ccc([N+](=O)[O-])cc1/C=N/NC(=O)/C(=C\c1cccs1)NC(=O)c1ccccc1 | -33 | 29
Oc1ccc(C[C@@H]2CNCCN2CC2(c3ccccc3)CC2)cc1 | -12 | 13
COCc1nnc(NC(C)=O)s1 | -9 | 17
O=C(CN1CCOC1=O)N1CCCC(Nc2ccc(F)c(F)c2)C1 (stereo unspecified) | -3 | -2
O=C(N/N=C/c1ccccc1)c1c(O)c2ccccc2[nH]c1=O | -9 | 32
CCN1CCN(S(=O)(=O)c2cc(C)c(OC)cc2C)CC1 | -11 | 8
CN(C)c1ccc(NC(=O)c2ccc(COc3cccc(Cl)c3)o2)cc1 | -13 | 28
O=C(C[n+]1ccccc1)Nc1ccccc1 | -4 | 8
O=S(=O)(c1ccc(SCCO)nc1)N1CCCC1 | -10 | 17
COc1ccc(N(CC(=O)NCc2ccc(C)cc2)S(=O)(=O)c2c(C)nn(C)c2C)cc1 | -27 | 18
O=C(Nc1ccnn1C1CCN(C/C=C/c2ccccc2)CC1)C1CCCC1 | -21 | 9
CC1=CC(=O)C=C(C)C1=NOC(=O)/C=C\c1ccccc1 | -1 | 10
COc1ccc(OC)c(CNc2ccc3c(c2)nc(C)n3C)c1 | -13 | -7
Nc1ccccc1SCC(O)Cn1ccc2ccccc21 (stereo unspecified) | 8 | -2
N#Cc1nc(Cc2ccccc2)oc1N1CCC(Cc2ccccc2)CC1 | -8 | 15
CC(NC(=O)c1ccc2c(c1)OCCO2)C(=O)O (stereo unspecified) | -9 | -7
CCOC(=O)c1[nH]ncc1CN1CCN(Cc2ccc(C)cc2)C(CCO)C1 (stereo unspecified) | -21 | 3
Cn1c(=O)[nH]c(=O)c2c1nc(N1CCN(c3ccccc3)CC1)n2CCSc1ncccn1 | -10 | 9
CCNC(=S)Nc1ccc(N2CCCCC2)cc1 | -10 | 16
CCN(Cc1ccccc1)C(=O)COC(=O)c1cnc(C)cn1 | -11 | 4
O=C(NCc1ccc(Cl)cc1)c1cccc2c1C(=O)N(CC1CCCO1)C2 (stereo unspecified) | -23 | 5
CC(C)CC1NC(=O)N(CC(=O)Nc2ccc3c(c2)CCC3)C1=O (stereo unspecified) | -11 | 3
CCCS(=O)(=O)c1nc(S(=O)(=O)c2ccc(C)cc2)c(N2CCC(C)CC2)s1 | -7 | 8
CCn1c2ccccc2c2cc(NC(=O)CC(C)=O)ccc21 | -10 | 21
C1=C(c2ccccc2)Nc2ncnn2C1c1ccccc1 (stereo unspecified) | -1 | 10
CC(=O)N1CCN=C1SCc1ccc(C)cc1 | -6 | 15
COc1cccc(CNc2nc(SC)ncc2CO)c1 | -12 | 3
CC(=O)Nc1ccc(OCC(O)CN2CCN(c3cccc(Cl)c3)CC2)cc1 (stereo unspecified) | -13 | 14
CN(Cc1ccc(Cl)cc1Cl)C(=O)CCNC(=O)c1ccco1 | -14 | 7
Cc1ccc(SCC(=O)OCC(=O)N(CCC#N)c2ccccc2)cc1C | -17 | 10
Cc1cn([C@H](C(=O)NCCCCCCCCCCC(=O)N2CCN(C(=O)OC(C)(C)C)CC2)[C@@H](C)O)nn1 | -29 | 16
O=C(CCNS(=O)(=O)c1ccccc1)OCC(=O)c1ccc(F)cc1 | -10 | 19
COc1ccc2[nH]c(=O)c(CN(CCO)S(=O)(=O)c3ccc4c(c3)OCCO4)cc2c1 | -14 | 22
O=C(Cc1ccccc1)N1CCc2ccccc21 | -12 | 8
COc1ccc(OC)c(CC(NC(C)=O)C(=O)NC2CCN(c3nc(OC)nc(OC)n3)CC2)c1 (stereo unspecified) | -17 | -3
O=C(CN1C(=O)NC2(CCCC2)C1=O)Nc1ccc(Cl)cc1F | -20 | 7
O=C(NCc1ccco1)c1ccc2c(c1)C(=O)N(C1CCCCC1)C2=O | -6 | 9
CCOc1cccc2cc(-c3csc(NC(=O)CCC(=O)NCCCN4CCC(C)CC4)n3)c(=O)oc12 | -20 | 57
Additional compounds.
SMILES | OX1R antag-1 | OX1R antag-2
N#Cc1c(N)c(C#N)c(-c2ccc3c(c2)OCO3)c2c1CCCC2 | -6 | 14
Cc1cc(=O)oc2c3c(cc(OCC(=O)NCC(=O)N[C@H](C(=O)O)C(C)C)c12)OC(C)(C)CC3 | -4 | 4
Cc1ccc(-n2nc3c(c2NC(=O)/C=C\c2ccc4c(c2)OCO4)CSC3)cc1 | -20 | 19
Cc1cc(C)cc(OCC(=O)NNC(=O)c2ccccn2)c1 | -15 | 6
CCCN(Cc1ccccc1)C(=S)Nc1cccc(C(F)(F)F)c1 | -35 | 16
COc1ccc(/C=C(/NC(=O)c2ccccc2)C(=O)NCCCn2ccnc2)cc1OC | 1 | 14
Cc1n[nH]c(C)c1S(=O)(=O)N1CCCC(C(=O)NC2CCCCC2)C1 (stereo unspecified) | -7 | 18
Cc1ccc(C(=O)Nc2nnc(S(=O)(=O)N3CCCCCC3)s2)cc1 | -21 | 10
CCc1nnc(NC(=O)CCC(=O)N2CCN(Cc3cc(Cl)ccc3OC)CC2)s1 | -27 | 21
COc1ccc(S(=O)(=O)N(C)CC(=O)N2CCCCC2)cc1Cl | -17 | 26
O=C1CSC(c2ccc([N+](=O)[O-])cc2)N1C1CCCCC1 (stereo unspecified) | -18 | 14
O=C(NCc1ccccc1Br)c1ccco1 | 1 | 1
O=C(COc1ccc(Br)cc1Br)NC1CCCC1 | 0 | 10
CC(C)(C)n1ncc2c(=O)n(CC(=O)N3CCCC3)cnc21 | -20 | 8
Nc1[nH]nc2nc(N3CCCC3)nc(-c3ccccc3)c12 | -27 | 8
CCOc1ccc(OCC)c(NC(=O)CN2CCN(c3ccc(C)cc3C)CC2)c1 | -45 | 4
COc1ccc(NC(=O)c2ccco2)cc1NC(=O)c1c(OC)cccc1OC | -15 | 4
CN(Cc1ccc(F)cc1)C(=O)c1ccc(NS(=O)(=O)c2ccc3[nH]c(=O)[nH]c3c2)cc1 | -9 | 27
Cc1cc(C)cc(NC(=O)CSc2ccc(-c3cccs3)nn2)c1 | 8 | 62*
CCC1CCCCN1Cc1nc2ccccc2c(=O)n1CC(C)=O (stereo unspecified) | -21 | 13
Fc1cccc(NC(=S)NCCN2CCOCC2)c1 | -9 | 9
O=C(NCCCN=C1NS(=O)(=O)c2ccccc21)c1ccc(Cl)cc1 | -26 | 2
COCCN(C(=O)CCCC(=O)Nc1ccccn1)C(C(=O)NC1CCCC1)c1ccc(C)cc1 (stereo unspecified) | -30 | 6
COc1cc2c(=O)n(CCC(=O)NCC3CCCO3)c(=O)n(CC(=O)c3ccc(Cl)cc3)c2cc1OC (stereo unspecified) | -35 | 93*
Cc1nc2scc(C)n2c(=O)c1S(=O)(=O)N1CCN(c2ccc(F)cc2)CC1 | -4 | 9
CCCNS(=O)(=O)c1ccc(CCC(=O)Nc2ccc3c(c2)OCO3)cc1 | -11 | 12
CC(C)NC(=O)C(C)Oc1ccc(S(=O)(=O)NCc2ccc3c(c2)OCO3)cc1 (stereo unspecified) | -14 | 17
CCc1ccc(NC2=NC(C(=O)NC3CCCCC3)CC(=O)N2)cc1 (stereo unspecified) | 2 | 13
COc1ccc(S(=O)(=O)N(CC(=O)Nc2ccc(S(=O)(=O)N3CCOCC3)cc2)c2ccccc2)cc1 | 1 | 8
Cn1c(=O)c(C(=O)Nc2ncccc2O)c(O)c2ccccc21 | 27 | 17
CCCN(C(=O)CSc1nnc(N)s1)c1c(N)n(Cc2ccccc2)c(=O)[nH]c1=O | -10 | 2
CCCN(CC1CC1)C(=S)NC(=O)C1CC1 | -10 | 5
c1ccc2[nH]c(SCCN3CCOCC3)nc2c1 | -24 | 4
CC1Cc2ccccc2N1C(=O)COC(=O)/C=C/c1ccc(F)cc1 (stereo unspecified) | -8 | 4
CN1CCN(c2nnc(-c3ccc(Cl)cc3)c3ccccc23)CC1 | -18 | -4
CC(C)(C)NC(=O)C(c1ccc(-c2ccccc2)cc1)N(C[C@H]1CC[C@@H]([C@@H]2CC[C@H](CO)O2)O1)C(=O)c1cccc(Cl)c1 (stereo partly specified) | -8 | -5
CC(NC(=O)OC(C)(C)C)C(=O)Oc1ccc2ccc(=O)oc2c1 (stereo unspecified) | 2 | 5
O=C(COC(=O)c1cnccn1)Nc1ccc(Cl)cc1 | -10 | 12
O=C(O)c1cnn2c1C(=O)N(Cc1cccs1)CC2 | 1 | 7
COc1cccc(NC(=O)CCNS(=O)(=O)c2cccc3nonc23)c1 | -10 | 26

Complete entries as entered above. Screens in order: OX1R antag-1	OX1R antag-2
Shown for COc1cccc(NC(=O)CCNS(=O)(=O)c2cccc3nonc23)c1 : -10	26
Shown for O=C(COC(=O)c1cnccn1)Nc1ccc(Cl)cc1 : -10	12

An excerpt of these results, with tabs:
Compound	OX1R antag-1	OX1R antag-2
O=C(COc1ccc(Br)cc1Br)NC1CCCC1	0	10
CC(C)(C)n1ncc2c(=O)n(CC(=O)N3CCCC3)cnc21	-20	8
Nc1[nH]nc2nc(N3CCCC3)nc(-c3ccccc3)c12	-27	8
CCOc1ccc(OCC)c(NC(=O)CN2CCN(c3ccc(C)cc3C)CC2)c1	-45	4
COc1ccc(NC(=O)c2ccco2)cc1NC(=O)c1c(OC)cccc1OC	-15	4
CN(Cc1ccc(F)cc1)C(=O)c1ccc(NS(=O)(=O)c2ccc3[nH]c(=O)[nH]c3c2)cc1	-9	27
Cc1cc(C)cc(NC(=O)CSc2ccc(-c3cccs3)nn2)c1	8	62*
CCC1CCCCN1Cc1nc2ccccc2c(=O)n1CC(C)=O (stereo unspecified)	-21	13
Fc1cccc(NC(=S)NCCN2CCOCC2)c1	-9	9
O=C(NCCCN=C1NS(=O)(=O)c2ccccc21)c1ccc(Cl)cc1	-26	2
COCCN(C(=O)CCCC(=O)Nc1ccccn1)C(C(=O)NC1CCCC1)c1ccc(C)cc1 (stereo unspecified)	-30	6
COc1cc2c(=O)n(CCC(=O)NCC3CCCO3)c(=O)n(CC(=O)c3ccc(Cl)cc3)c2cc1OC (stereo unspecified)	-35	93*
Cc1nc2scc(C)n2c(=O)c1S(=O)(=O)N1CCN(c2ccc(F)cc2)CC1	-4	9
CCCNS(=O)(=O)c1ccc(CCC(=O)Nc2ccc3c(c2)OCO3)cc1	-11	12
CC(C)NC(=O)C(C)Oc1ccc(S(=O)(=O)NCc2ccc3c(c2)OCO3)cc1 (stereo unspecified)	-14	17
CCc1ccc(NC2=NC(C(=O)NC3CCCCC3)CC(=O)N2)cc1 (stereo unspecified)	2	13
COc1ccc(S(=O)(=O)N(CC(=O)Nc2ccc(S(=O)(=O)N3CCOCC3)cc2)c2ccccc2)cc1	1	8
Cn1c(=O)c(C(=O)Nc2ncccc2O)c(O)c2ccccc21	27	17
CCCN(C(=O)CSc1nnc(N)s1)c1c(N)n(Cc2ccccc2)c(=O)[nH]c1=O	-10	2
CCCN(CC1CC1)C(=S)NC(=O)C1CC1	-10	5
c1ccc2[nH]c(SCCN3CCOCC3)nc2c1	-24	4
CC1Cc2ccccc2N1C(=O)COC(=O)/C=C/c1ccc(F)cc1 (stereo unspecified)	-8	4
CN1CCN(c2nnc(-c3ccc(Cl)cc3)c3ccccc23)CC1	-18	-4
CC(C)(C)NC(=O)C(c1ccc(-c2ccccc2)cc1)N(C[C@H]1CC[C@@H]([C@@H]2CC[C@H](CO)O2)O1)C(=O)c1cccc(Cl)c1 (stereo partly specified)	-8	-5
CC(NC(=O)OC(C)(C)C)C(=O)Oc1ccc2ccc(=O)oc2c1 (stereo unspecified)	2	5
O=C(COC(=O)c1cnccn1)Nc1ccc(Cl)cc1	-10	12
O=C(O)c1cnn2c1C(=O)N(Cc1cccs1)CC2	1	7
COc1cccc(NC(=O)CCNS(=O)(=O)c2cccc3nonc23)c1	-10	26

Bioassay records: PubChem, The Scripps Research Institute Molecular Screening Center

An unsorted share of the library; about 2% have a hit in one of these screens.
